Bioassay records from PubChem.
NR2E3 ag-1: NR2E3 agonists in two-hybrid cells, primary screen, cell-based, luminescence, CHO-S, Gal4-NCOR/VP16-NR2E3; luciferase; inhibition of corepressor binding, % at 3.98 µM; AID 602229, 2012; Photoreceptor-specific nuclear receptor (Homo sapiens), Q9Y5X4; actives 0.35% (n = 360,000);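 active = inhibition above the mean of all tested compounds plus 3 SD, cut at about 70% in these data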;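 also: 0% = DMSO with NR2E3 transfected cells and 100% = cells lacking NR2E3 construct; higher means lower luciferase signal from less NR2E3 corepressor binding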
Peg3 prom inh: Peg3 promoter-driven luciferase inhibitors, primary screen, cell-based, HeLa, luciferase luminescence; HeLa PEG-Prom luciferase reporter, overnight; inhibition, % at 20 µM; actives 1.7% (n = 360,000); AID 588405, 2011;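 active = inhibition of at least 50% at 20 µM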
TRPM1 prom inh: inhibitors of MITF-dependent TRPM1 promoter reporter, primary screen, cell-based, SK-MEL-5, single point, luciferase. SK-MEL-5 TRPM1 promoter luciferase, 24 h. actives 0.83% (n = 330,000). AID 488899, 2010. inhibition, % at 12.5 µM;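 active = mean inhibition across replicates of 60% or more, whatever share of single replicates reaches that level; inconclusive = some that reach 60%, reason not given; inactive = mean inhibition across replicates below 60%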; also: values of inactives mirror those of a sister screen read the other way
HIF-2a block: HIF-2a reporter inhibitors, primary screen, luminescence, 786-0 RCC cells; 786-0 RCC cells HIF-2a reporter, luciferase luminescence, overnight; AID 624352, 2012; inhibition, % at 18.8 µM; actives 0.72% (n = 360,000);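 active = inhibition of the luminescence signal of 40% or more relative to plate controls, in a single-dose primary screen at 18.75 µM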
PDI turbidity: inhibitors of human PDI, primary screen, biochemical, turbidity, single point, plate reader; PDI insulin aggregation turbidity, A650, 90 min; Protein disulfide-isomerase (Homo sapiens), P07237; actives 0.052% (n = 350,000); inhibition, % at 10 µM;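 active = mean inhibition across replicates of 30% or more, whatever share of single replicates reach that level; inconclusive = mean inhibition below 30% while every single replicate reaches 30%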;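 also: absorbance from insulin aggregation driven by PDI reduction with DTT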
Target sequence (P07237 whole entry, looked up): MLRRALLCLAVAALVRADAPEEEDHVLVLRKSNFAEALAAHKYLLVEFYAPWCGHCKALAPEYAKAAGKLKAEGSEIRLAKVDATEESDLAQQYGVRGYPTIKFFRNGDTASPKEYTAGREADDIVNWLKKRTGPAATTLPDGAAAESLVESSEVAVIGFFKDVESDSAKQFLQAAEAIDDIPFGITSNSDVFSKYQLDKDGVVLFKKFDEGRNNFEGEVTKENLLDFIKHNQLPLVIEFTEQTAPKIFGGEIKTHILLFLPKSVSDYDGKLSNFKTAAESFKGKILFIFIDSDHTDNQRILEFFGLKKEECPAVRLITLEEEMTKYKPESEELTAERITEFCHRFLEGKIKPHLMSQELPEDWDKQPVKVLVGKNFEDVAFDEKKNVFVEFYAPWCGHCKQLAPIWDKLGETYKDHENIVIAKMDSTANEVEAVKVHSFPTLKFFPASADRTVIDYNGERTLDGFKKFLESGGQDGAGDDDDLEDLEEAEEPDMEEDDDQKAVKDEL
Cardio protect: cardioprotection against H2O2-induced cell death, primary screen, uHTS, H9c2 cells, ATPLite luminescence | H9c2 cardiomyocytes, H2O2 injury protection, 2 h | protection from H2O2 cell death, % at 20 µM | actives 0.63% (n = 360,000) | AID 588492, 2011;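 active = compounds giving at least 50% protection of heart cells from peroxide-induced death in the single-dose screen, raw or plate-pattern-corrected value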;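 also: 0% = DMSO wells with peroxide and 100% = DMSO wells without peroxide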
NR2E3 ag-2: inhibitors of NR2E3-RetCOR corepressor binding, primary screen, NR2E3 agonist project, biochemical, TR-FRET, GST-NR2E3, biotin-RetCOR; Photoreceptor-specific nuclear receptor (Homo sapiens), Q9Y5X4; 1536-well; inhibition of corepressor binding, % at 4.78 µM; actives 0.12% (n = 320,000); AID 2300, 2010;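 active = percent inhibition above the cutoff of mean plus 3 SD of all tested compounds, set per screening campaign, cut at about 20% in these data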;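 also: 0% = DMSO wells and 100% = biotin wells as full block of FRET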
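Material: NR2E3–RetCOR corepressor complex / Amount: 1.35 nM GST-NR2E3 / Medium: Tris pH 7.5 / Compound: single nominal compound dose of 4.8 µM / Incubation: 5 h at 4 °C / Technique: TR-FRET, Eu(K)-anti-GST donor, streptavidin-D2 acceptor, ex 340, em 617/671 nm / Read-out basis: percent loss of FRET ratio relative to control wells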
Shn3 inh set2: reduction of Shn3 3'UTR firefly luciferase signal, primary screen, Schnurri-3 inhibitor project, cell-based, Clone20 osteoblasts, set 2; actives 0.52% (n = 360,000); inhibition, % at 12.5 µM; Clone20 osteoblast Shn3 3'UTR firefly luciferase, 24 h;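 active = mean inhibition of at least 75% with every replicate also reaching 75%; inconclusive = mean inhibition at least 75% but some replicate below; inactive = mean inhibition below 75%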;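 also: 0% = median of neutral control wells and 100% = pilot-screen positive control compound; some compounds past the cut are filed as inactive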
iPSC survival up: enhancers of single-cell hiPSC survival, primary screen, ATPlite luminescence | survival enhancement, % at 20 µM | 100% = ROCK inhibitor wells, 0% = DMSO | actives 0.044% (n = 360,000); in the data active = survival enhancement above about 18%;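 also: cells exposed to compounds for 16 hours before the ATP read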
m5-HT2A agonist: mouse Htr2a agonists via beta-arrestin recruitment, primary screen, cell-based, luminescence; activation, % at 7.6 µM; actives 0.66% (n = 360,000); CHO-K1 mHTR2A beta-arrestin complementation; percent of 30 µM serotonin response; AID 624169, 2012; 5-hydroxytryptamine receptor 2A (Mus musculus), P35363;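 active = activation above a run cutoff, the mean activation of all tested compounds plus 3 SD, cut at about 14% in these data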;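 also: 0% = plate median of compound wells and 100% = 30 µM serotonin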
Target sequence (P35363 whole entry, looked up): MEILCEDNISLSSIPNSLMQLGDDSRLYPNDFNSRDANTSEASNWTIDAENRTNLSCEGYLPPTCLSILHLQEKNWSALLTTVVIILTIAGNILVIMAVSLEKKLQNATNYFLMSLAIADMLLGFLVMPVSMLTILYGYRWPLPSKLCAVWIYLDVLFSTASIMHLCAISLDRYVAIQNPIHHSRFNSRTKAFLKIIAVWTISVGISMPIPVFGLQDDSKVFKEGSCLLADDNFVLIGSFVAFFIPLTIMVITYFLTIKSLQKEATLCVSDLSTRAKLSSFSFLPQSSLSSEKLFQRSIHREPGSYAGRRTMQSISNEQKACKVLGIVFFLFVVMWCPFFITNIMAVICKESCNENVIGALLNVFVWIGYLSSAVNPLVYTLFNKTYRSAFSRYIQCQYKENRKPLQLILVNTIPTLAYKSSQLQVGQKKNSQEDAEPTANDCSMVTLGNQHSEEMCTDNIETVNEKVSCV
CaV13 ICDI inh: Disruptors of the CACNA1D IQ motif to Ca2+-dependent inactivation inhibitor domain association, primary screening, Förster resonance energy transfer in intact living …; HEK cells, CFP/YFP FRET ICDI-IQ, plate reader, 10 min; percent FRET-ratio fall versus neutral wells; inhibition, % at 12.3 µM; actives 0.098% (n = 340,000);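 active = mean replicate inhibition of at least 30% and at least 1% of replicates passing that level; inconclusive = only one of the two criteria is met; inactive = neither criterion is met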;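 also: 0% = median of the neutral control wells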
Numbers without * were called inactive; ? = inconclusive; / = no result given.

SMILES	NR2E3 ag-1	Peg3 prom inh	TRPM1 prom inh	HIF-2a block	PDI turbidity	Cardio protect	NR2E3 ag-2	Shn3 inh set2	iPSC survival up	m5-HT2A agonist	CaV13 ICDI inh
COc1ccc(-c2cc(C(F)(F)F)nc(N3CCOCC3)n2)cc1	-7	14	-18	-4	-11	-6	2	-6	-1.2	2	-4
C[C@@H]1O[C@@H](O[C@@H]2C(=O)c3c(O)cc(O)cc3O[C@H]2c2ccc(O)c(O)c2)[C@H](O)[C@H](O)[C@H]1O	-4	-12	-4	10	44*	5	4	7	-2.0	3	-5
COc1ccc2nc(N=Nc3ccc(O)c4ccccc34)sc2c1	-16	48	75*	4	-8	43	-2	?	-2.1	-1	-4
COc1cc(NC(=O)CSC(=S)N2CCCC2)c(OC)cc1Cl	21	12	-3	-11	0	-10	-1	5	0.0	2	-6
Cc1c(C)n(Cc2ccc(F)cc2)c2ccc(C(=O)N3CCN(c4ccccn4)CC3)cc12	-1	9	3	19	3	2	-2	1	2.5	-8	-6
CCOc1ccc2nc(SCC(=O)N(C)C)[nH]c2c1	-107	-178	-48	-146	11	1	3	-48	0.5	1	-4
CCN(CC(=O)Nc1ccc(NC(C)=O)cc1)C(=O)c1ccc2c(c1)OCO2	-26	-13	-2	6	-9	12	-3	-19	0.0	2	-6
CCC(C)N(C(=O)COc1ccccc1C#N)C1CCS(=O)(=O)C1 (configuration not stated)	3	1	16	9	4	-1	3	3	-0.5	6	-5
COc1ccc(CCNCC(O)COc2cccc(C(C)=O)c2)cc1OC (configuration not stated)	-21	-4	8	2	2	5	1	18	0.3	6	-5
Cc1csc2nnc(N)n12	5	10	11	8	-2	-5	-3	-6	5.4	0	-5
COc1ccc(-c2nc3cc(C)c(Br)c(C)n3c2Cc2ccsc2)cc1OC	-46	/	/	-22	/	/	/	/	-0.6	-2	-9
Cc1ccc(C(=O)NCc2ccc3c(c2)OCO3)c(Cl)c1	3	-78	/	-112	-2	0	/	-23	0.3	2	-17
Cc1cccc(NC(=O)COc2ccccc2)c1	-1	-172	-62	-164	-7	-2	-2	-27	-1.5	2	-7
O=C(COC(=O)CNC(=O)c1ccccc1)NCCNC(=O)COC(=O)CNC(=O)c1ccccc1	-5	-2	1	4	7	3	-3	-18	-0.6	-4	-2
COc1ccc(CCC2(C)NC(=O)N(C(C)C(=O)N3c4ccccc4CC3C)C2=O)cc1 (configuration not stated)	-8	0	14	24	17	-4	-1	24	-1.6	1	-2
Cc1cccc(NC(=O)CSc2cc(C(=O)c3nccn3C)c3ccccc3n2)c1	5	19	13	-11	-6	-8	-1	59	0.5	0	-14
CC(=O)NCCn1c(SCC(=O)OCc2ccccc2)nc2ccccc2c1=O	-29	5	-4	12	1	2	1	-6	0.0	-3	-6
COc1ccc(-c2cc(NCc3ccccn3)n3ncnc3n2)cc1	24	24	10	26	4	21	1	18	-1.9	2	-3
CCCCCCCCCC(=O)N[C@@H]1c2cc(OC)c(OC)cc2C[C@H]1OCc1ccccc1	6	-12	-8	-13	-6	-8	/	-10	-2.1	-1	-6
O=C(CN1C(=O)c2ccccc2C1=O)Nc1ccc(S(=O)(=O)N2CCOCC2)cc1	-34	6	5	17	0	1	4	-19	-2.8	0	-4

Arranged by molar mass (largest number first): 11 of the compounds above.
SMILES	NR2E3 ag-1	Peg3 prom inh	TRPM1 prom inh	HIF-2a block	PDI turbidity	Cardio protect	NR2E3 ag-2	Shn3 inh set2	iPSC survival up	m5-HT2A agonist	CaV13 ICDI inh
O=C(COC(=O)CNC(=O)c1ccccc1)NCCNC(=O)COC(=O)CNC(=O)c1ccccc1	-5	-2	1	4	7	3	-3	-18	-0.6	-4	-2
COc1ccc(-c2nc3cc(C)c(Br)c(C)n3c2Cc2ccsc2)cc1OC	-46	/	/	-22	/	/	/	/	-0.6	-2	-9
Cc1cccc(NC(=O)CSc2cc(C(=O)c3nccn3C)c3ccccc3n2)c1	5	19	13	-11	-6	-8	-1	59	0.5	0	-14
CC(=O)NCCn1c(SCC(=O)OCc2ccccc2)nc2ccccc2c1=O	-29	5	-4	12	1	2	1	-6	0.0	-3	-6
CCN(CC(=O)Nc1ccc(NC(C)=O)cc1)C(=O)c1ccc2c(c1)OCO2	-26	-13	-2	6	-9	12	-3	-19	0.0	2	-6
CCC(C)N(C(=O)COc1ccccc1C#N)C1CCS(=O)(=O)C1 (configuration not stated)	3	1	16	9	4	-1	3	3	-0.5	6	-5
COc1ccc2nc(N=Nc3ccc(O)c4ccccc34)sc2c1	-16	48	75*	4	-8	43	-2	?	-2.1	-1	-4
COc1ccc(-c2cc(NCc3ccccn3)n3ncnc3n2)cc1	24	24	10	26	4	21	1	18	-1.9	2	-3
Cc1ccc(C(=O)NCc2ccc3c(c2)OCO3)c(Cl)c1	3	-78	/	-112	-2	0	/	-23	0.3	2	-17
CCOc1ccc2nc(SCC(=O)N(C)C)[nH]c2c1	-107	-178	-48	-146	11	1	3	-48	0.5	1	-4
Cc1csc2nnc(N)n12	5	10	11	8	-2	-5	-3	-6	5.4	0	-5

Other compounds follow.
SMILES	NR2E3 ag-1	Peg3 prom inh	TRPM1 prom inh	HIF-2a block	PDI turbidity	Cardio protect	NR2E3 ag-2	Shn3 inh set2	iPSC survival up	m5-HT2A agonist	CaV13 ICDI inh
CC(C)(C)c1ccc(C(=O)NCCC(=O)NCc2cccs2)cc1	3	-2	8	10	-32	-4	2	12	0.9	-4	-11
O=C(O)C/C=C(/NC(=O)OCc1ccccc1)C(=O)OCc1ccccc1	-8	13	13	12	0	19	0	4	-1.3	0	-19
COCC(=O)Nc1nc(-c2ccc(C)cc2)c(C)s1	-22	-72	-16	-95	5	3	4	-32	-1.2	-5	/
COc1ccccc1-c1noc(CCC(=O)NC2CCCC2)n1	16	5	7	0	7	1	0	11	0.4	1	-6
O=C(Cc1c(F)cccc1Cl)NCC(=O)OCc1ccccc1	-13	-10	-13	8	-5	-2	1	-13	0.0	-7	-5
Cc1cc(C(=O)N2CCc3c([nH]c4ccccc34)C2c2c(F)cccc2Cl)no1 (configuration not stated)	8	20	1	22	-4	-5	2	5	2.3	-3	-4
CCC(C(=O)Nc1ccc2c(c1)OCCO2)c1ccccc1 (configuration not stated)	4	-14	-1	4	-4	7	2	1	3.7	-1	-6
Cc1ccc(S(=O)(=O)Nc2nc3ccccc3nc2NCc2ccc3c(c2)OCO3)cc1C	-5	13	7	25	-9	-9	-2	0	3.3	3	-3
O=C(c1ccc(F)cc1)C1CCN(C(=S)Nc2ccc(F)cc2)CC1	-6	6	6	15	5	-2	0	5	-0.3	-11	-3
CCN(CC(=O)Nc1c(F)cccc1F)C(=O)CCNC(=O)c1ccc([N+](=O)[O-])cc1	0	-16	0	-8	1	3	4	11	-0.4	-7	-6
CN(c1ccc(C(=O)N2CCc3ccccc3C2)cc1)S(C)(=O)=O	-15	-64	-6	-80	1	-13	2	-28	-2.9	-6	-2
COc1ccc(NC(=O)c2nc[nH]c2C(=O)N2CCC(C)CC2)cc1	-14	-4	4	1	-2	-9	0	14	-0.9	-3	10
COc1ccc(NC(=O)c2ccc3c(=O)n(CC4CCCO4)c(=S)[nH]c3c2)c(OC)c1 (configuration not stated)	10	38	12	-1	-10	9	4	9	-0.4	-5	-7
Cn1nnc(NC(=O)c2cccc(F)c2)n1	15	-6	5	-6	7	5	0	-4	-0.9	4	-5
CCCOc1ccc(CSC(=N)N)cc1C(=O)OC	-21	-4	-2	7	-2	-5	-5	4	-0.6	-2	-15
CC(C)CCN1C(=O)c2ccccc2C1c1nnnn1Cc1ccccc1 (configuration not stated)	-16	/	/	5	/	/	/	/	-0.1	-3	-6
Cc1ccc(/C=N/NC(=O)Cn2nnc(N)n2)o1	-16	-1	-4	11	4	-1	4	3	-0.8	2	-5
COc1ccc(NC(C)=O)cc1NC(=O)c1ccc(C#N)cc1	9	9	-11	8	0	1	-1	12	-1.9	3	-4
COc1ccc(OC)c(-n2c(-c3cccc(O)c3)n[nH]c2=S)c1	18	-3	8	3	-4	-8	4	-14	-3.4	4	/
CCOP(=O)(OCC)c1nc(-c2cccc3ccccc23)oc1NCc1ccccc1	22	22	-3	20	9	-19	-2	38	-0.8	2	-2
COc1ccccc1CCNC(=O)C(=O)NCC1OCCN1S(=O)(=O)c1cccs1 (configuration not stated)	-5	6	-7	12	7	0	1	18	2.3	5	-6
COc1cccc(NC(=O)c2cccc(Cl)c2)c1	-119	-334	-92	-328	-4	-16	4	1	-3.4	0	-9
CCc1c(C)nc2cc(C)[nH]n2c1=O	-23	29	-5	6	-2	8	0	-8	-0.1	2	-6
COc1ccc(OC)c(NC(=O)CN(C)CC(=O)Nc2ccccc2Br)c1	-5	12	-9	15	9	5	1	9	-0.6	-3	-5
Cc1ccc(S(=O)(=O)c2nc(S(C)(=O)=O)sc2N2CCCCCC2)cc1	21	18	-7	9	2	-6	1	14	-0.4	-2	-3
